IDE inh – inhibitors of human insulin-degrading enzyme in cells | inhibition, % at 5.59 µM | P14735 | 320,000 tested, 0.41% active | HEK cells, FAbetaB cleavage, fluorescence polarization;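 active means percent inhibition above the average of all tested compounds plus 3 SD, set per screening campaign, cut at about 16% in these data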;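 further: IDE supplied by intact live HEK cells; FP after avidin binding of uncleaved biotin substrate so inhibition keeps polarization high; 0% = DMSO wells and 100% = 60 µM reference IDE inhibitor Ii1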
IDE cell activ – activators of human insulin-degrading enzyme in cells; P14735; HEK cells, FAbeta-B cleavage, fluorescence polarization; 0% vehicle, 100% cell-free pure enzyme wells; activation, % at 5.96 µM; 340,000 tested, 0.073% active;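 active means activation above the mean of all tested compounds plus 3 SD, set per screening campaign, cut at about 17% in these data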
UBC9 SUMO inh – inhibitors of human SUMOylation (UBC9); AID 2006; inhibition, % at 35 µM; HTRF SUMOylation assay, SAE1/SAE2 + UBC9, in vitro; 290,000 tested, 0.36% active; P63279; in the data active means inhibition above about 50%, passing the limit was not always enough; further: strong numbers were not always called active
Target sequence (P63279 whole entry, looked up): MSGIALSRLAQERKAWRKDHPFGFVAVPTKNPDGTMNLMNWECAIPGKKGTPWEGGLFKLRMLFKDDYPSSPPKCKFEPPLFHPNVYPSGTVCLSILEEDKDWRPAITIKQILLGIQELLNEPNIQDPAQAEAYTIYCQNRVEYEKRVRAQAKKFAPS
PfM18AAP inh – PfM18AAP enzyme inhibition | recombinant PfM18AAP, H-Glu-NHMec fluorogenic cleavage | inhibition, % at 7.35 µM | 290,000 tested, 1.2% active;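 active means inhibition above the campaign mean inhibition over all tested compounds plus 3 SD, cut at about 28% in these data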;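 further: 0% = plate median of test compound wells and 100% = 2 mM ZnCl2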
pCIP destab – compounds decreasing mouse p/CIP protein stability. 290,000 tested, 0.01% active. decrease of EGFP signal, % at 10 µM. F442A p/CIP-EGFP cells, EGFP fluorescence, 16 h. Q05BA5;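 active means EGFP signal decrease of at least 30% at 10 µM or well 3 SD below plate mean, unless failing retest; inactive means the rest, including hits failing retest or dose response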; further: some compounds called inactive have numbers as strong as hits; many of its hits are not listed in these tables
MEKK3 PB1 HTS – modulators (inhibitors or enhancers) of MEK5 binding to human MEKK3 PB1 domain; AID 1529; 290,000 tested, 1.4% active; binding response (% of control), % at 10 µM; bead-based flow cytometry, Alexa488-MEK5 binding to MEKK3; actives lie on both sides; 0 = blocked by unlabeled MEK5, 100 = vehicle;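 active means binding response more than 3 SD above or below the average of its plate-row segment, actives on both sides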;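 further: Alexa488 bead fluorescence after subtracting the streptavidin-only scavenger bead signal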
Target sequence (Q99759 whole entry, looked up, the tested form may be a part): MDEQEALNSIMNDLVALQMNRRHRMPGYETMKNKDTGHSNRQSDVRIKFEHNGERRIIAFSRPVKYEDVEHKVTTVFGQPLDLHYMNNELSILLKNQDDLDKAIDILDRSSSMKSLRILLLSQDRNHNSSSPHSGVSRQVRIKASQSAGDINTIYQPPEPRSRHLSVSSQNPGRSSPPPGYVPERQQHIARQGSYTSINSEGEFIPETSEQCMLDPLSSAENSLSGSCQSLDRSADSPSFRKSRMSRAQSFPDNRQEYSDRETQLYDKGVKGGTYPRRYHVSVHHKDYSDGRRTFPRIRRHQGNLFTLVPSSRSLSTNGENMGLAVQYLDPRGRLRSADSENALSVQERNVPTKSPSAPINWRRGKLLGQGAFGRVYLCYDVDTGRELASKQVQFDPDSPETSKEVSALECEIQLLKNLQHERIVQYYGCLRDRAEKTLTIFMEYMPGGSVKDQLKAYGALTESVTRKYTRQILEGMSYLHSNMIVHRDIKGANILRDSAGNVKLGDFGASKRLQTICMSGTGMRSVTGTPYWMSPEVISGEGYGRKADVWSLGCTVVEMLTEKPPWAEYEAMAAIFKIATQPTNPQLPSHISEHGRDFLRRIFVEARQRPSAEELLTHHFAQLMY
MEKK2wt PB1 HTS – raises or lowers MEK5 binding to wildtype human MEKK2 PB1 domain; 290,000 tested, 1.1% active; bead flow cytometry, Alexa488-MEK5 binding to MEKK2 WT; actives lie on both sides; binding response (% of control), % at 10 µM; in the data active means binding response below about 67% or above about 130%
MEKK2 mut-MEK5 – signal of MEK5 binding to mutant human MEKK2 PB1 domain | bead flow cytometry, Alexa488-MEK5 binding to MEKK2 mutant | percent response, % at 10 µM | 290,000 tested, 0.35% active | AID 1530; in the data active means percent response above about 24%, passing the limit was not always enough; further: inactives centre near 1; some results filed as inactive read as strong as hits; reference of the scale not given here
NALP1 yeast inh – NALP1 inhibition. inhibition, % at 10 µM. 280,000 tested, 0.61% active. S. cerevisiae NALP1/ASC/caspase-1 growth, X-gal OD620, 72 h; in the data active means inhibition mostly above about 24%, no sharp cut-off; inactive means mostly below about 32%; further: some compounds called inactive have numbers as strong as hits
Numbers without * were called inactive.

Screening C#CC(C)(CC)NC(=O)c1cc2cccc(CC=C)c2oc1=O (stereo not given) returned IDE inh -6, IDE cell activ 3, UBC9 SUMO inh 12, PfM18AAP inh 2, pCIP destab -6, MEKK3 PB1 HTS 101, MEKK2wt PB1 HTS 96, MEKK2 mut-MEK5 -1 and NALP1 yeast inh -5.
`CC1CC(=O)Nc2ccccc2N1S(=O)(=O)c1ccc(C#N)cc1` (stereo not given) gave IDE inh 1, IDE cell activ 1, UBC9 SUMO inh -2, PfM18AAP inh -7, pCIP destab 5, MEKK3 PB1 HTS 104, MEKK2wt PB1 HTS 98, MEKK2 mut-MEK5 -1 and NALP1 yeast inh 2.
Screening COc1ccc(-n2c(SCC(=O)/C(C#N)=C(\C)N)nc3ccccc3c2=O)cc1OC returned IDE inh 5, IDE cell activ 3, UBC9 SUMO inh 23, PfM18AAP inh 2, pCIP destab -12, MEKK3 PB1 HTS 100, MEKK2wt PB1 HTS 98, MEKK2 mut-MEK5 -5 and NALP1 yeast inh 11.
`Cc1ccc(S(=O)(=O)N(C)C)cc1NC(=O)C(C)OC(=O)/C=C/c1cccs1` (stereo not given) gave IDE inh 5, IDE cell activ 8, UBC9 SUMO inh 6, PfM18AAP inh 8, pCIP destab -10, MEKK3 PB1 HTS 97, MEKK2wt PB1 HTS 96 and MEKK2 mut-MEK5 0.
`Cc1cc(C(=O)NCC(=O)OCC(=O)N2CCCCCC2)ccc1[N+](=O)[O-]` gave IDE inh -1, IDE cell activ 0, UBC9 SUMO inh 4, PfM18AAP inh -4, pCIP destab 0, MEKK3 PB1 HTS 99, MEKK2wt PB1 HTS 104, MEKK2 mut-MEK5 6 and NALP1 yeast inh 18.
`CC(=O)N1CCN(CC(=O)Nc2ccccc2C(=O)NCc2ccc(C)cc2)CC1` gave IDE inh -3, IDE cell activ -2, UBC9 SUMO inh 4, PfM18AAP inh -1, pCIP destab -6, MEKK3 PB1 HTS 99, MEKK2wt PB1 HTS 99, MEKK2 mut-MEK5 0 and NALP1 yeast inh -1.
CC1CCCCN1CCn1c(=S)[nH]c2cc3c(cc2c1=O)OCO3 (stereo not given) was read as IDE inh 3, IDE cell activ 3, UBC9 SUMO inh 11, PfM18AAP inh -11, pCIP destab 14, MEKK3 PB1 HTS 69, MEKK2wt PB1 HTS 75, MEKK2 mut-MEK5 -13 and NALP1 yeast inh -6.
CCc1ccc2nc(SCC(=O)N(CC)CC)c(C#N)cc2c1 was read as IDE inh -5, IDE cell activ 0, UBC9 SUMO inh -20, PfM18AAP inh -6, pCIP destab -7, MEKK3 PB1 HTS 88, MEKK2wt PB1 HTS 99, MEKK2 mut-MEK5 -3 and NALP1 yeast inh -1.
CCNC(=O)C(=O)N/N=C/c1cc([N+](=O)[O-])ccc1O was read as IDE inh 2, IDE cell activ -2, UBC9 SUMO inh -10, PfM18AAP inh -3, pCIP destab 2, MEKK3 PB1 HTS 95, MEKK2wt PB1 HTS 92, MEKK2 mut-MEK5 -13 and NALP1 yeast inh -10.
Cc1cc(C(=O)O)ccc1-n1c(C)cc(C=C2C(=O)c3ccccc3C2=O)c1C was read as IDE inh 4, IDE cell activ 0, UBC9 SUMO inh 38, PfM18AAP inh 11, pCIP destab 8, MEKK3 PB1 HTS 104, MEKK2wt PB1 HTS 96, MEKK2 mut-MEK5 -1 and NALP1 yeast inh -2.
`CC(C)COP(=O)(OCC(C)C)C(O)c1ccc(N(C)C)cc1` (stereo not given) gave IDE inh 3, IDE cell activ 9, UBC9 SUMO inh -5, PfM18AAP inh 10, pCIP destab -3, MEKK3 PB1 HTS 101, MEKK2wt PB1 HTS 105, MEKK2 mut-MEK5 2 and NALP1 yeast inh 16.
Screening O=C(c1ccc(COc2ccc(Cl)cc2Cl)o1)N1CCCC1 returned IDE cell activ 0, UBC9 SUMO inh 9, PfM18AAP inh -3, pCIP destab -14, MEKK3 PB1 HTS 103, MEKK2wt PB1 HTS 101, MEKK2 mut-MEK5 -2 and NALP1 yeast inh 15.

Next part, starting with the last two of the part before.
`CC(C)COP(=O)(OCC(C)C)C(O)c1ccc(N(C)C)cc1` (stereo not given) gave IDE inh 3, IDE cell activ 9, UBC9 SUMO inh -5, PfM18AAP inh 10, pCIP destab -3, MEKK3 PB1 HTS 101, MEKK2wt PB1 HTS 105, MEKK2 mut-MEK5 2 and NALP1 yeast inh 16.
Screening O=C(c1ccc(COc2ccc(Cl)cc2Cl)o1)N1CCCC1 returned IDE cell activ 0, UBC9 SUMO inh 9, PfM18AAP inh -3, pCIP destab -14, MEKK3 PB1 HTS 103, MEKK2wt PB1 HTS 101, MEKK2 mut-MEK5 -2 and NALP1 yeast inh 15.
O=C(O)CCc1ccc(S(=O)(=O)N2CCOCC2)cc1 was read as IDE inh 4, IDE cell activ 1, UBC9 SUMO inh -6, PfM18AAP inh -2, pCIP destab -22, MEKK3 PB1 HTS 111, MEKK2wt PB1 HTS 114, MEKK2 mut-MEK5 12 and NALP1 yeast inh -1.
CN(C(=O)CN(c1ccccc1)S(=O)(=O)c1ccc(F)cc1)C1CCS(=O)(=O)C1 (stereo not given) was read as IDE inh -1, IDE cell activ 1, UBC9 SUMO inh 12, PfM18AAP inh -4, pCIP destab -4, MEKK3 PB1 HTS 99, MEKK2wt PB1 HTS 98, MEKK2 mut-MEK5 4 and NALP1 yeast inh -4.
For COc1ccc(OCC(=O)N/N=C(\C)c2ccc(-n3ccnc3)cc2)cc1 the results were IDE inh 10, IDE cell activ -3, UBC9 SUMO inh 3, PfM18AAP inh -1, pCIP destab -5, MEKK3 PB1 HTS 93, MEKK2wt PB1 HTS 102, MEKK2 mut-MEK5 0 and NALP1 yeast inh 17.
`CC1(C)CC(=O)c2cnc(NCc3ccco3)nc2C1` gave IDE inh 1, IDE cell activ 2, UBC9 SUMO inh 15, PfM18AAP inh -6, pCIP destab -14, MEKK3 PB1 HTS 92, MEKK2wt PB1 HTS 94 and MEKK2 mut-MEK5 -3.
`CCN1CCN(Cc2ccc(NC(=O)Nc3ccccc3OC)cc2)CC1` gave IDE inh 4, IDE cell activ 1, UBC9 SUMO inh 11, PfM18AAP inh -7, pCIP destab -3, MEKK3 PB1 HTS 109, MEKK2wt PB1 HTS 107, MEKK2 mut-MEK5 2 and NALP1 yeast inh 16.
CC1(C)Cc2c(c(N3CCCC3)nc3sc4c(N5CCN(CCO)CC5)ncnc4c23)CO1 was read as IDE inh 1, IDE cell activ 7, UBC9 SUMO inh 7, PfM18AAP inh 1, pCIP destab -7, MEKK3 PB1 HTS 109, MEKK2wt PB1 HTS 96, MEKK2 mut-MEK5 -2 and NALP1 yeast inh 4.
`CN(C)Cc1ccccc1C(O)(c1ccccc1)c1ccccc1` gave IDE inh -4, IDE cell activ 0, UBC9 SUMO inh 12, PfM18AAP inh -6, pCIP destab -3, MEKK3 PB1 HTS 102, MEKK2wt PB1 HTS 111, MEKK2 mut-MEK5 3 and NALP1 yeast inh 16.
Screening O=C(Nc1cc(C(=O)N2CCCC2)ccc1N1CCCC1)c1ccccc1 returned IDE inh 0, IDE cell activ 7, UBC9 SUMO inh 14, PfM18AAP inh -10, pCIP destab -3, MEKK3 PB1 HTS 99, MEKK2wt PB1 HTS 98, MEKK2 mut-MEK5 -3 and NALP1 yeast inh 21.
Cc1nc(-c2ccc(NC(=O)C(C)(C)C)cc2)c(-c2ccccc2)o1 was read as IDE inh 0, IDE cell activ 1, UBC9 SUMO inh -3, PfM18AAP inh -4, pCIP destab 12, MEKK3 PB1 HTS 106, MEKK2wt PB1 HTS 107, MEKK2 mut-MEK5 9 and NALP1 yeast inh 18.
`Cc1ccc(NC(=O)c2ccc(NS(=O)(=O)c3cccc4cccnc34)cc2)cc1` gave IDE inh 1, IDE cell activ 2, UBC9 SUMO inh -15, PfM18AAP inh -11, pCIP destab 1, MEKK3 PB1 HTS 103, MEKK2wt PB1 HTS 105, MEKK2 mut-MEK5 1 and NALP1 yeast inh 15.
CC(C)c1ccc2oc(=O)cc(CN3CCN(c4ccccc4)CC3)c2c1 was read as IDE inh 6, IDE cell activ 1, UBC9 SUMO inh -1, PfM18AAP inh 0, pCIP destab -9, MEKK3 PB1 HTS 101, MEKK2wt PB1 HTS 100, MEKK2 mut-MEK5 11 and NALP1 yeast inh 17.
O=C(CC1SC(=Nc2ccccc2F)N(CCN2CCOCC2)C1=O)Nc1ccc(F)cc1F (stereo not given) was read as IDE inh 1, IDE cell activ -2, UBC9 SUMO inh 8, PfM18AAP inh 5, pCIP destab -7, MEKK3 PB1 HTS 103, MEKK2wt PB1 HTS 100, MEKK2 mut-MEK5 5 and NALP1 yeast inh -18.
`O=C(CCn1c(=O)[nH]c2ccccc2c1=O)NCCSCc1ccccc1` gave IDE inh -8, IDE cell activ -3, UBC9 SUMO inh 21, PfM18AAP inh 0, pCIP destab -10, MEKK3 PB1 HTS 98, MEKK2wt PB1 HTS 99, MEKK2 mut-MEK5 5 and NALP1 yeast inh 1.
For C/C(=N\Nc1ccc(S(=O)(=O)Nc2ccc(Cl)cc2)cc1[N+](=O)[O-])c1ccc(N2CCOCC2)cc1 the results were IDE inh 2, IDE cell activ 8, UBC9 SUMO inh 12, PfM18AAP inh -4, pCIP destab -7, MEKK3 PB1 HTS 78, MEKK2wt PB1 HTS 76, MEKK2 mut-MEK5 -10 and NALP1 yeast inh 31.
`CCN(CC)CC(O)CCCCCCCCC(=O)OC` (stereo not given) gave IDE inh -3, UBC9 SUMO inh 6, PfM18AAP inh -2, pCIP destab -53, MEKK3 PB1 HTS 91, MEKK2wt PB1 HTS 87, MEKK2 mut-MEK5 -4 and NALP1 yeast inh 17.
For CCOC(=O)Cc1csc(/N=C/c2c(O)n(-c3ccc(C)cc3C)c(=O)c3ccccc23)n1 the results were IDE inh 5, IDE cell activ -4, UBC9 SUMO inh 24, PfM18AAP inh 8, pCIP destab -6, MEKK3 PB1 HTS 108, MEKK2wt PB1 HTS 108, MEKK2 mut-MEK5 -1 and NALP1 yeast inh 34.
`COC(=O)c1ccc(C(=O)OCc2nc3cc4ccccc4cc3[nH]2)cc1` gave IDE inh 0, IDE cell activ -1, UBC9 SUMO inh -18, PfM18AAP inh -4, pCIP destab -5, MEKK3 PB1 HTS 106, MEKK2wt PB1 HTS 111, MEKK2 mut-MEK5 9 and NALP1 yeast inh -7.
For COC(=O)c1cc(NC(=O)c2cccnc2)ccc1N1CCOCC1 the results were IDE inh 2, IDE cell activ 3, UBC9 SUMO inh 13, PfM18AAP inh -1, pCIP destab -30, MEKK3 PB1 HTS 102, MEKK2wt PB1 HTS 84, MEKK2 mut-MEK5 -7 and NALP1 yeast inh 13.

Random excerpt: 2 compounds from above
`O=C(CCn1c(=O)[nH]c2ccccc2c1=O)NCCSCc1ccccc1` gave IDE inh -8, IDE cell activ -3, UBC9 SUMO inh 21, PfM18AAP inh 0, pCIP destab -10, MEKK3 PB1 HTS 98, MEKK2wt PB1 HTS 99, MEKK2 mut-MEK5 5 and NALP1 yeast inh 1.
For CCOC(=O)Cc1csc(/N=C/c2c(O)n(-c3ccc(C)cc3C)c(=O)c3ccccc23)n1 the results were IDE inh 5, IDE cell activ -4, UBC9 SUMO inh 24, PfM18AAP inh 8, pCIP destab -6, MEKK3 PB1 HTS 108, MEKK2wt PB1 HTS 108, MEKK2 mut-MEK5 -1 and NALP1 yeast inh 34.

Not all compounds are listed; rates above refer to the full screens.
